Screening data (PubChem)
trophozoite growth = anti-Giardia activity of synthetic compounds – Compounds Australia Scaffold Library subset, 24/48 h, primary screen (AID 1794835). hits give high values. inhibition, % at 10 µM. 2,500 compounds, 2% hits; in the data active = inhibition mostly above about 45%, no sharp cut-off; inactive = mostly below about 37%;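 note: 0% = parasite counts in DMSO vehicle wells; trophozoite growth inhibition read by imaging counts at 24 h; calls made by hand needing about 50% inhibition in two separate runs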
* = called active by the depositor; i = inactive. This is a subset; count on the stated rates, not on these rows.

SMILES	trophozoite growth
O=C(Nc1ccccc1C(F)(F)F)N1CCC(n2cnnc2C2CC2)C1 (configuration not stated)	i
CN(CCCNC(=O)c1ccc(CN2CC(=O)N3CCCC3C2=O)cc1)Cc1ccccc1 (configuration not stated)	i
CN(C)CCn1c(=O)c2[nH]cnc2n(C)c1=O	13
Cc1ccc(C2=CC(c3ccccc3)n3nnnc3N2CC(=O)N2CCN(c3ccccc3)CC2)cc1 (configuration not stated)	35
O=C1CCCN1CC1CCCCN1CC(=O)N1CCc2ccccc21 (configuration not stated)	i
COc1ccc(N2C(=O)c3cc(-c4ccco4)nn3CC2(C)C(=O)NC(C)(C)C)cc1 (configuration not stated)	17
CCCOc1c(Br)cc(C(=O)N2CCCC(C3NC(=O)NC3=O)C2)cc1OC (configuration not stated)	i
Cc1noc(-c2nn(C)c3c2CN(C(=O)Nc2ccc(F)cc2)CC3)n1	i
COc1ccc(S(=O)(=O)N2CCN(C(=O)c3cc(C)n(C(C)C)c3C)CC2)cc1OC	14
CCCCNc1ncccc1-c1nc(-c2ccc(C)cc2)no1	25
O=C(O)Cn1nnc(-c2ccco2)n1	i
CC(NC(=O)Cc1csc(Cc2ccccn2)n1)c1ccc(F)cc1 (configuration not stated)	i
Cc1nc(C)c2c(n1)N(CCN(C)C1CCCCC1)C(=O)CC2	i
CCc1nc(-c2ccc(C)c(S(=O)(=O)Nc3cc(Cl)ccc3OC)c2)no1	i
Cc1csc(/C(=C\c2cc(C)n(-c3ccnn3C(C)C)c2C)CN)n1	5
Cc1ccc(NS(=O)(=O)c2cn(C)c(C)n2)c(Br)c1	26
O=C(CCNS(=O)(=O)c1cccnc1)N1CCCC(c2nc3ccccc3o2)C1 (configuration not stated)	i
CC(C)NC(=O)N1Cc2c(sc3c2CCCC3)-n2cccc2C1C (configuration not stated)	i
CCCN(C(=O)c1cccc(NC(=O)[C@H]2[C@@H]3C[C@@H]4[C@H]2C(=O)O[C@@H]4C3)c1)c1ccccc1F	3
Cc1cc(C2CCCN2C(=O)CCc2cc(F)ccc2F)on1 (configuration not stated)	i
CCOC(=O)c1ccc(S(=O)(=O)Nc2cccc(-c3nnc(-c4ccccc4)o3)c2)cc1	2
Cc1cccc(-c2noc(C3CCCN3S(=O)(=O)c3cc(C)c(C)cc3C)n2)c1 (configuration not stated)	i
COC(=O)c1ccc(Nc2ccc(OC3CCCC3)cc2)nn1	i
CCOC(=O)c1cccc(Nc2ncccc2S(N)(=O)=O)c1	35
O=S(=O)(c1ccc(F)cc1)N1CCN=C1N1CCCCC1	16

(cont.)
SMILES	trophozoite growth
NC(=O)c1cnc(N2CCC3(CC2)CC3c2nc(-c3cccc(Cl)c3)no2)c(Cl)c1 (configuration not stated)	i
COc1ccc(-c2cc(C(F)(F)F)n3nc(C(=O)NCC(C)C)cc3n2)cc1	i
Cc1cc(C)cc(-n2ccn3c(CCC(=O)N4CCN(c5ccc(F)cc5)CC4)nnc3c2=O)c1	i
Cc1cccc(NC(=O)Cn2c(=O)n(-c3ccc(F)cc3)c(=O)c3c(C)c(C(=O)N(C)C)sc32)c1	22
Cc1nc(N(C)C)cc(N2CCN(C(=O)Nc3cccc(C(F)(F)F)c3)CC2)n1	29
Cc1ccsc1C(=O)N1CCN(C(=O)c2nc(-c3ccc(N4CCC(C)CC4)cc3)no2)CC1	i
C=CCn1c(=O)c(N2CCC(NC(=O)NC3CCCC3)CC2)nc2cccnc21	7
Cc1ccc(C)c(OC2CCN(c3ncnc4nc[nH]c34)CC2)c1	12
Cc1cc(N2CCN(Cc3ccccc3)CC2)n2nc(C)nc2n1	i
Cc1cccc(CN2C(=O)c3oc4ccccc4c3OCC2(C)C(=O)NC2CCCC2)c1 (configuration not stated)	i
CCc1nnsc1C(=O)N1CCCN(Cc2cnn(CC)c2)CC1	i
CCCn1c(C2CCN(C(=O)Nc3ccc(F)cc3)CC2)cc(=O)n2nccc12	19
CC1Cc2ccccc2N1C(=O)C1CCN(S(N)(=O)=O)CC1 (configuration not stated)	i
O=C1NC2(CCSC2)C(=O)N1Cc1ccccc1F (configuration not stated)	i
O=S(=O)(Cc1ccc(Cl)cc1)c1nc2ccccc2nc1N1CCC2(CC1)OCCO2	15
Cc1ccccc1NC(=O)CN1CCC(c2c[nH]c3ccccc23)CC1	i
Cc1ccc2oc(-c3noc(C(=O)NCC4CCCO4)n3)c(C)c2c1 (configuration not stated)	i
CCCCC(=O)Nc1ccc(N2CCOCC2)c2nonc12	i
Cc1cnc(CN2CCOC(CNc3cccnn3)C2)o1 (configuration not stated)	14
CCOC(=O)c1c(NC(=O)CN2CCC23CCC3)sc(C(=O)N(C)C)c1C	i
O=C(NCc1cccc(Br)c1)c1ncoc1-c1cccs1	6
Cc1c(CN(C)C(=O)c2cc3nc(-c4cccs4)cc(C(F)(F)F)n3n2)cnn1C	i
O=C(C1Cc2ccccc2CN1C(=O)c1ccccc1)N1CCN(c2ccccc2)CC1 (configuration not stated)	i
CC(CC(=O)NCCc1cccs1)CC1=NS(=O)(=O)c2ccccc2N1 (configuration not stated)	2
COCC1CN(C(=O)c2ccc(OC)cc2)CC12CCOCC2 (configuration not stated)	24

18 structures already listed, sorted by number of heavy atoms, high to low:
SMILES	trophozoite growth
Cc1ccc(C2=CC(c3ccccc3)n3nnnc3N2CC(=O)N2CCN(c3ccccc3)CC2)cc1 (configuration not stated)	35
Cc1cccc(NC(=O)Cn2c(=O)n(-c3ccc(F)cc3)c(=O)c3c(C)c(C(=O)N(C)C)sc32)c1	22
Cc1ccsc1C(=O)N1CCN(C(=O)c2nc(-c3ccc(N4CCC(C)CC4)cc3)no2)CC1	i
CN(CCCNC(=O)c1ccc(CN2CC(=O)N3CCCC3C2=O)cc1)Cc1ccccc1 (configuration not stated)	i
CCOC(=O)c1ccc(S(=O)(=O)Nc2cccc(-c3nnc(-c4ccccc4)o3)c2)cc1	2
O=S(=O)(Cc1ccc(Cl)cc1)c1nc2ccccc2nc1N1CCC2(CC1)OCCO2	15
NC(=O)c1cnc(N2CCC3(CC2)CC3c2nc(-c3cccc(Cl)c3)no2)c(Cl)c1 (configuration not stated)	i
CCCn1c(C2CCN(C(=O)Nc3ccc(F)cc3)CC2)cc(=O)n2nccc12	19
CCCOc1c(Br)cc(C(=O)N2CCCC(C3NC(=O)NC3=O)C2)cc1OC (configuration not stated)	i
CCOC(=O)c1c(NC(=O)CN2CCC23CCC3)sc(C(=O)N(C)C)c1C	i
O=C(Nc1ccccc1C(F)(F)F)N1CCC(n2cnnc2C2CC2)C1 (configuration not stated)	i
O=C1CCCN1CC1CCCCN1CC(=O)N1CCc2ccccc21 (configuration not stated)	i
Cc1cc(N2CCN(Cc3ccccc3)CC2)n2nc(C)nc2n1	i
CCCCNc1ncccc1-c1nc(-c2ccc(C)cc2)no1	25
CCOC(=O)c1cccc(Nc2ncccc2S(N)(=O)=O)c1	35
Cc1cnc(CN2CCOC(CNc3cccnn3)C2)o1 (configuration not stated)	14
O=C1NC2(CCSC2)C(=O)N1Cc1ccccc1F (configuration not stated)	i
CN(C)CCn1c(=O)c2[nH]cnc2n(C)c1=O	13

Additional compounds follow:
SMILES	trophozoite growth
COCCN(CCc1ccncc1)S(=O)(=O)c1csc(C(N)=O)c1	i
CCc1ccc(S(=O)(=O)N2CCC3(CC2)NCCN=C3NC2CCCCCC2)cc1	i
O=c1c2cc(Cl)ccc2ncn1Cc1noc(-c2ccoc2)n1	i
Cc1ccccc1CS(=O)(=O)Cc1ccc(-c2nc(-c3ccc(Br)cc3)no2)o1	i
NC/C(=C\c1cccs1)c1nc(-c2cc3ccccc3oc2=O)cs1	i
CCOC(=O)N1CCN(C(=O)Cn2cc3c(n2)-c2c(oc(C(=O)N4CCCC4)c2C)CC3)CC1	i
CCc1sc(-c2nnc(CN3CC(n4cccn4)C3)o2)cc1C	i
Cc1nc(C)n(CC2CN(CC(=O)NC3CCCCCC3)CCO2)n1 (configuration not stated)	i
Fc1cccc(-n2ccc(CN3CCN(c4cnccn4)CC3)n2)c1	i
CCc1cc(C2CCCN2C(=O)c2cnn3c(C(F)(F)F)cc(-c4cccs4)nc23)on1 (configuration not stated)	2
CCc1ccc(C2=Nc3ncnn3C2=NCc2ccc(F)cc2)cc1	1
Cn1c(=O)c2c(nc(Oc3ccccc3)n2C)n(C)c1=O	i
O=C1CSCN1CC(=O)N1CCCCC1c1cc2ccccc2[nH]1 (configuration not stated)	i
Cc1cccc(C(=O)Nc2cnc(N3CCNCC3)c(C(=O)N(CC(C)C)CC(C)C)c2)c1	14
CC(=O)N1CCCN(C(=O)c2cc(C3CC3)[nH]n2)CC1	1
COc1ccc(OC)c(C2CCCN2C(=O)c2cnc3c(cnn3C3CCCC3)c2)c1 (configuration not stated)	i
COCCN1CCCN(C(=O)c2cccc(Cl)c2)c2ccccc21	i
NC(=O)C1CCc2nc(N3CCN(C(=O)C4CCC4)CC3)sc2C1 (configuration not stated)	i
Cc1ccc(S(=O)(=O)NC(C)c2nc(-c3cccc(C(=O)N4CCCC4)c3)no2)cc1 (configuration not stated)	6
Cc1ccc(S(=O)(=O)C2(C(=O)Nc3cn[nH]c3)CCC2)cc1	i
CC(=O)c1ccc(Nc2ncnc3c2c(C)c(C)n3-c2ccccc2)cc1	49
CCS(=O)(=O)N1CC(OCc2ccc(F)cc2Cl)C1	i
O=C(Nc1cccnc1)C1=NN(Cc2ccccc2)C(=O)CC1	15
O=c1c2ccsc2ncn1Cc1nnc(-c2ccccc2Br)o1	i
CCOc1ccc(NC(=O)CCn2c(=O)c3cccn3c3cccnc32)cc1	i

A portion of the results above, as a working copy:
SMILES	trophozoite growth
O=c1c2ccsc2ncn1Cc1nnc(-c2ccccc2Br)o1	i
CCOc1ccc(NC(=O)CCn2c(=O)c3cccn3c3cccnc32)cc1	i

(next part)
SMILES	trophozoite growth
CC1(C(=O)NC2CCCCC2)Cn2c(nc3ccccc32)C(=O)N1Cc1ccc(Cl)cc1 (configuration not stated)	1
O=C(NCCCN1CCCC1)c1ccc2c(c1)N(CC(=O)N1CCCC1)C(=O)CO2	i
O=c1c(-c2nc(-c3ccc(F)cc3)no2)c[nH]c2ccccc12	i
CCc1ccccc1NC(=O)CN1CCN(C(=O)c2nc(-c3ccccc3)n(-c3ccccc3)n2)CC1	i
CCc1nn(CC)c(=O)c2cc(S(=O)(=O)N3CCOCC3)cn12	12
O=C(Cc1c(F)cccc1Cl)N1CCCN(C(=O)c2ccsc2)CC1	i
COc1cccc(CNC(=O)c2nsc(C(=O)NCc3ccccc3F)c2N)c1	14
CC(C)CC(=O)NCc1nc2cccnc2n1Cc1ccc(F)cc1	8
COc1ccc2cc(C(=O)N3CCC(C)(C(=O)NCc4ccccc4)CC3)[nH]c2c1	i
COc1ccc(-n2ccn(CC(=O)Nc3cccc(F)c3)c2=O)cc1	i
Cc1ccc(-n2nc(N3CCC(C(=O)NCC4CCCO4)CC3)ccc2=O)cc1Cl (configuration not stated)	i
Cc1nc(-c2ccc(C(=O)N3CCCC3C(=O)Nc3ccc(C)c(Cl)c3)cc2)no1 (configuration not stated)	16
Cc1ccc(-c2nccn3cc(C(=O)NCCN4CCCCC4)nc23)cc1	i
O=C(Nc1cccc(-c2noc(C3CCOCC3)n2)c1)C1CC1	i
CNC(=O)N1CCC(c2nc(C)c(C(=O)NCCCOC)s2)CC1	6
CCC(=O)N1C[C@@H]2C(=O)N(Cc3ccc4c(c3)OCO4)C(=O)[C@@H]2C1	i
O=C(Nc1cnc(-c2ccccc2)nc1)c1ccccc1C(F)(F)F	i
Cc1cc(-c2cc(S(=O)(=O)N3CCN(C(=O)c4ccco4)CC3)c(C)s2)on1	i
O=c1oc(-c2ccc(F)cc2)nn1Cc1csc(COc2ccc(F)cc2)n1	i
Cc1ccc(C(=O)N2CCC(Oc3ncccc3C(=O)N3CCCCC3)C2)c(C)c1 (configuration not stated)	i
Cc1nc(C2CCCN2Cc2c(C)noc2C)no1 (configuration not stated)	i
Cc1onc(-c2ccccc2)c1-c1nnc(COc2ccc3c(C)cc(=O)oc3c2)o1	i
Cc1sc2nc(CN3CCCC3)nc(NCc3cn4ccccc4n3)c2c1C	i
NC(=O)CN1CCCN(C(=O)C2(c3cccc(F)c3)CCCC2)CC1	i
COc1ccc(CC(=O)NC2CCN(c3nc4c(s3)c(C)nn4-c3cccc(C)c3)CC2)cc1	2

Following part.
SMILES	trophozoite growth
Cc1oc(-c2ccco2)nc1CN1CCc2cnc(C(C)C)nc2C1	0
Cc1cc(C)c(CNC(=O)NC2CCN(c3cnn(C)c3)C2)c(C)c1 (configuration not stated)	i
CCOc1ccccc1N1C(=O)C(=O)N(Cc2noc(C)n2)C1=O	i
Cc1ccc(-c2nn(-c3ccccc3)cc2C(=O)N2CCC2)c(C)c1	i
CC1CCN(CCCNC(=O)c2cnc(-n3cccn3)cn2)CC1	i
O=C(CCN1C(=O)CCC1=O)N1CCCC(N2CCCCCC2)C1 (configuration not stated)	7
Cc1cccc(N=C(NC(=O)c2ccccc2)N2CCN(c3ccccc3)CC2)c1	4
O=C(C1CCC1)N1CCN(CC2CCCO2)CC1 (configuration not stated)	i
CCc1c(NC(=O)Cc2ccccc2)n[nH]c1-c1ccncc1	i
Cc1ccc(S(=O)(=O)Cc2noc(C3CCN(S(=O)(=O)c4ccc(Cl)cc4)CC3)n2)cc1	i
Cc1ccc(COCc2nn(C)c3c2CN(S(=O)(=O)c2ccc(F)c(C)c2)CC3)cc1	2
CCN(C(=O)Cn1cnc2onc(-c3ccc(Cl)cc3)c2c1=O)c1ccccc1	3
Cc1nc(N2CCOCC2)ncc1C(=O)O	i
CCCCC(O)CN1CCN(Cc2nc(C(=O)N3CCCC(C(=O)N(CC)CC)C3)co2)CC1 (configuration not stated)	2
Cc1ccc(C(=O)Nc2ccc3c(c2)Oc2ccccc2C(=O)N3C)cc1	97*
O=[N+]([O-])c1ccccc1S(=O)(=O)N1CCn2c(nc3ccccc32)C1	i
c1ccc2oc(N3CCN4CCCCC4C3)nc2c1 (configuration not stated)	i
Cc1ccc(NS(=O)(=O)c2ccc(-c3nnc(C)o3)s2)cc1	5
COC(=O)c1ccccc1NC(=O)NC1(C(F)(F)F)Oc2ccc(Cl)cc2O1 (configuration not stated)	1
CN(C)S(=O)(=O)c1ccc2c(c1)cc(C(=O)NCCCN1CCc3ccccc3C1)n2C	i
